# High-throughput results (PubChem)
# Tau FP inhib: tau fibrillization inhibition (FP); P10636; K18 P301L tau heparin fibrillization, Alexa594 FP, 6 h; Potency, µM (doses to about 57.7 µM), for inactives: at the highest dose activity, negative = inhibition, usual class: inhibitors; 280,000 compounds, 0.39% hits; note: % is set by controls: 0 for no effect and ±100 for the full control effect; nearly all actives have a fitted effect of over 55% in size
# Target sequence (P10636 561-689 P618L limits assumed): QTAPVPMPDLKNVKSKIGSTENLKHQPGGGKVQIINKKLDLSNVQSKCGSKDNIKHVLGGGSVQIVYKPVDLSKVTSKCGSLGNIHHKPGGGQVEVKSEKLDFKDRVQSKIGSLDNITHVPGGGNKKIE
#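 Human K18 P301L fragment (15 uM unlabeled plus 0.24 uM Alexa 594-labeled) in 100 mM sodium acetate pH 7 with compound, aggregation induced by 20 uM heparin for 6 hr at 37 C. ThT (30 uM) added for 1 hr, then Alexa 594 FP read.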
# JMJD2E inh: blocks human JMJD2E demethylase activity; JMJD2E catalytic domain, FDH-coupled NADH fluorescence (FDH is formaldehyde dehydrogenase); Potency, µM (top dose mostly 57.1 µM), without a hit: top-dose activity change, negative = inhibition, usual class: inhibitors; 230,000 compounds, 1.6% hits; B2RXH2; active = well fitted inhibition curve with a large enough effect, not every such curve was filed as active; inconclusive = small, poorly fitted or top-dose-only effect, or another doubt; inactive = no such curve, though single readings can be large or run the other way;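 note: 0% = wells with enzyme and -100% = buffer wells without enzyme; nearly all actives have a fitted effect of over 50% in size; many of its hits are not listed in these tables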
# Target sequence (B2RXH2 1-337 limits assumed): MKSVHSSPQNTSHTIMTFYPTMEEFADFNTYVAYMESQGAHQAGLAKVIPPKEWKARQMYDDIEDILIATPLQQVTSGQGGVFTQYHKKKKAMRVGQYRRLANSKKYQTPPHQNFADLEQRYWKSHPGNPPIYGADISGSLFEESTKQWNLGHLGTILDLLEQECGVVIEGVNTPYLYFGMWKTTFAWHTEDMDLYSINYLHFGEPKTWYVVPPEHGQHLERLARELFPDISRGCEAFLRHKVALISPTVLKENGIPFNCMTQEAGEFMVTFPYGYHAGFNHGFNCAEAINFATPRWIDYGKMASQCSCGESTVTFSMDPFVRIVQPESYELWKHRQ
# HTT aggregate: mutant huntingtin aggregation inhibition | Potency, µM (series often up to 46.1 µM), for the others: at the highest dose activity change, negative = inhibition, actives largely listed as inhibitors | 220,000 compounds, 1.1% hits | PC12 HttQ103-GFP aggregates, Acumen cytometry, 40 h | AID 1688; note: % is set by controls: 0 for no effect and ±100 for the full control effect; nearly all actives have a fitted effect of over 60% in size
#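 Ecdysone-promoter PC12 model expressing HTT exon 1 Q103 fused to GFP, induced by tebufenozide at 100 nM final. Compounds titrated; aggregates sized 1–25 µm scored on a 488 nm laser cytometer.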
# Tau ThT inhib: blocks human tau fibril formation measured by thioflavin T. Potency, µM (series often up to 57.4 µM), inactives show at the top dose activity, negative = inhibition, most hits filed as inhibitors. recombinant tau K18 P301L, heparin-induced fibrillization, ThT fluorescence. P10636. 270,000 compounds, 2.1% hits; note: % is set by controls: 0 for no effect and ±100 for the full control effect; nearly all actives have a fitted effect of over 55% in size
#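 Recombinant human tau K18 fragment […] carrying P301L, 15 uM unlabeled plus 0.24 uM Alexa 594-labeled, was fibrillized with 20 uM heparin in 100 mM sodium acetate pH 7 for 6 hr at 37 C; 30 uM ThT fluorescence read after 1 hr.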
# ALDH1A1 inh: inhibitors of human aldehyde dehydrogenase 1A1. P00352. Purified ALDH1A1, NADH fluorescence, propionaldehyde substrate. Potency, µM (titrated, usually from 75.3 µM), for inactives: top-dose activity, negative = inhibition, actives largely listed as inhibitors. 220,000 compounds, 7.3% hits; active = well fitted inhibition curve with a large enough effect, not every such curve was filed as active; inconclusive = small, poorly fitted or top-dose-only effect, or another doubt; inactive = no such curve, though single readings can be large or run the other way;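 note: plate controls were no enzyme wells and a reference inhibitor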
# Target sequence (P00352 whole entry, looked up): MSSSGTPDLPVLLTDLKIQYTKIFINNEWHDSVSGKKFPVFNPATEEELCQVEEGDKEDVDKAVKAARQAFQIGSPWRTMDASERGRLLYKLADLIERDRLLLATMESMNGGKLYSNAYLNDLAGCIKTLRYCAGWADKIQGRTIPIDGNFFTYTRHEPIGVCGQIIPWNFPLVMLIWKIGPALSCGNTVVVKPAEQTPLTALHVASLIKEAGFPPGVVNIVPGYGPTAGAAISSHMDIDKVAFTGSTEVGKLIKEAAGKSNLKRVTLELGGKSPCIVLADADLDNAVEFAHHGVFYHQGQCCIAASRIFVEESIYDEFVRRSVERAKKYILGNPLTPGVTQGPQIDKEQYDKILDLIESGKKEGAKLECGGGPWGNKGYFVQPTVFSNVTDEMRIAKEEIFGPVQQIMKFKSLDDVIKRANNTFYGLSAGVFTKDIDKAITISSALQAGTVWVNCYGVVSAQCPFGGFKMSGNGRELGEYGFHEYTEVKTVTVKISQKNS
# SMN2 splice enh: increases expression of the SMN2 splice variant | Potency, µM (titrated, usually from 46.1 µM), for inactives: at the top dose activity change, positive = activation, hits mostly activators | 210,000 compounds, 2.8% hits | AID 1458 | HEK293 SMN2-luciferase splicing reporter, luminescence, 30-36 h; note: % of control where 0% means no effect; nearly all actives have a fitted effect of over 55% in size
#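 HEK293 cells carry an SMN2 […]–luciferase reporter in which exon 7 inclusion puts luciferase in frame. Cells were plated 10-12 h before compound addition, then incubated 30-36 h at 37C. ONE-Glo luminescence was read; sodium butyrate at 4.5 mM final served as control.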
# Tau fluor cs: counter-screen for tau fibril formation inhibitors. tau K18 P301L Alexa594 fluorescence, heparin fibrillization. Potency, µM (series often up to 57.7 µM), inactives show at the highest dose activity change, negative = decrease. 280,000 compounds, 0.93% hits. AID 1463; note: % is set by controls: 0 for no effect and ±100 for the full control effect; nearly all actives have a fitted effect of over 55% in size
#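 Human tau K18 P301L (15 uM unlabeled, 0.24 uM Alexa 594-labeled) in 100 mM sodium acetate pH 7 with 20 uM heparin, 6 hr at 37 C. ThT 30 uM added, 1 hr ambient; Alexa 594 FP and total fluorescence read at 555/632 nm.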
# HTT cytoprotect: Huntington cell model cytoprotection by ATP luminescence; PC12 HTT-Q103 induced, cytoprotection, ATP luminescence, 40 h; Potency, µM (doses to about 56.4 µM), without a hit: cytoprotection (ATP increase), most hits filed as activators; 230,000 compounds, 0.14% hits;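 note: % of control where 0% means no effect; nearly all actives have a fitted effect of over 45% in size; toxic huntingtin expression switched on by the ecdysone agonist tebufenozide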
#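 Stable PC12 Q103-GFP cells in serum-supplemented, phenol red-free DMEM; induction by tebufenozide at 100 nM final; compound dose series; cell viability quantified luminescently from ATP.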
# The depositor's hits bear a star; ? = inconclusive; . = no result given; & = joins results of further samples; ! = not active in a repeat; [ ] = dose if it differs, or a comment. Unless noted, calls come from the whole dose curve; as a rule, active = well fitted curve in the direction sought with a large enough effect; inconclusive = small, poorly fitted or top-dose-only effect, or another doubt; inactive = no such curve, though single readings can be large; an effect the other way counts as inactive or inconclusive. Potency is the fitted concentration of half-maximal effect. An excerpt; rates above refer to the full screens.
nr	mol	Tau FP inhib	HTT aggregate	ALDH1A1 inh	HTT cytoprotect	Tau ThT inhib	Tau fluor cs	SMN2 splice enh	JMJD2E inh
1	COc1ccc(C2(C(=O)Nc3nncs3)CCCC2)cc1	-3%	4%[9.22 µM]	-2%	12%	-1%	-6%	19%	-3%
2	Cc1ccc2nc(-c3ccc(Cl)c(NC(=O)c4ccc(Br)o4)c3)oc2c1	3%	.	.	.	-7%	-6%	-8%	.
3	COc1ccc(Nc2nc(N)nc(CSc3nnc(C)s3)n2)cc1	4%	12%	0%	9%[10 µM]	-9%	5%	22µM*	3%
4	Nn1c(SCc2ccccc2)nnc1C1CCCCC1	-3%	8%[9.22 µM]	.	-4%[10 µM]	-1%	-5%	.	0%
5	Cc1ccc(C)c(N2CCN(c3nc4ccccc4c4nc(-c5cccnc5)nn34)CC2)c1	-9%	.	.	.	4%	-7%	-2%	.
6	CC(C)OC(=O)c1c(NC(=O)c2cccc(C(F)(F)F)c2)sc2c1CCCC2	-4%	.	.	.	-3%	-11%	-7%	.
7	Cc1cc(C(=O)Oc2ccccc2C(=O)O)c(C)o1	2%	-15%	2%	-8%[0.074 µM]	-16%	-9%	-11%	-8%
8	CCn1cc(C(=O)NCC(C)C)c(=O)c2cc(F)c(N3CCN(C)CC3)cc21	3%	-6%[9.22 µM]	.	6%[10 µM]	-10%	1%	.	?
9	O=C(NCCCn1ccnc1)c1cc([N+](=O)[O-])cc([N+](=O)[O-])c1	-4%	-4%	7%	-4%[10 µM]	-7%	-6%	-4%	-7%
10	CCOc1nc(SC(C(C)=O)C(=O)Nc2ccccc2)nc(N(C)C)n1 (stereo not given)	-2%	2%	-9%	-14%[1.9 µM]	-16%	-9%	7%	-5%
11	CCCCN(CC)S(=O)(=O)c1ccc(C(=O)Nc2nnc(CSC)o2)cc1	2%	10µM*	6%	-61%[inhibitor]	?	-3%	-29%	?
12	CC(NC(=O)Cc1ccccc1)c1cc2c(cc1Br)OCCCO2 (stereo not given)	-4%	-5%	-4%	.	-5%	-8%	-10%	-3%
13	CC(C(=O)NCc1ccccc1)N1C(=O)C2CC=C(Cl)CC2C1=O (stereo not given)	1%	?	?	1%[0.074 µM]	-13%	-13%	?	10%
14	CCOc1ccc(-c2nnc(NC3=NCCCCC3)o2)cc1	4%	8%	-11%	-50%[inhibitor]	-22%	-9%	13µM*	-3%
15	O=C(CSc1ncn[nH]1)NC1CC2CCC1C2 (stereo not given)	10%	-22%	?	-3%	-3%	3%	.	-6%
16	CC1N(O)C(C)(C)C(c2ccccc2)=[N+]1[O-] (stereo not given)	-9%	-12%	-5%	3%[10 µM]	-1%	1%	-1%	2%
17	COc1ccc(C(=O)C23CC4CC(C2)CC(C(=O)c2ccc(OC)cc2)(C4)C3)cc1	-3%	15%	-2%	1%	1%	-9%	-20%	6%
18	c1cncc(-c2nc(N3CCCCCC3)c3ccccc3n2)c1	-7%	-7%	1.4µM*	-3%[0.074 µM]	?	-10%	-5%	-9%
19	COC(=O)CCC(=O)OC1(C)C(=O)C=C2C=C(C3CC3)N(Cc3ccc4c(c3)OCO4)C=C2C1=O (stereo not given)	-4%[11.6 µM]	-18%[9.22 µM]	4%[13.5 µM]	-20%&3%[10 µM]	?	-12%[11.6 µM]	2%[9.22 µM]	16µM*!
20	COc1cc2c(cc1OC)C(C)N(C(=O)c1sc(-c3cnccn3)nc1C)CC2 (stereo not given)	-2%	-40%[9.22 µM]	.	3%[10 µM]	.	-11%	.	-1%
21	OCC#Cc1ncc(C(F)(F)F)cc1Cl	-3%	?	?	-131%[inhibitor]	-10%	0%	20%	4%
22	FC(F)Sc1ccc(-n2cc(-c3ccc(Cl)cc3)[n+]3c2CCC3)cc1	-3%	-26%	-5%	-1%[10 µM]	2%	-2%	-13%	4%
23	Cc1cc(NS(=O)(=O)c2ccc(NC(=S)NC(=O)c3cccnc3)cc2)no1	1%	21%	?	-23%	3%	3%	12%	7%
24	Cc1cccc(NC(=O)CCc2c(C)nc3c(c(C)nn3C(C)(C)C)c2C)c1C	-3%	.	.	.	?	-18%	-2%	.

# Printed as active in JMJD2E inh (from the list above):
No.	SMILES	Tau FP inhib	HTT aggregate	ALDH1A1 inh	Tau ThT inhib	SMN2 splice enh	JMJD2E inh
19	COC(=O)CCC(=O)OC1(C)C(=O)C=C2C=C(C3CC3)N(Cc3ccc4c(c3)OCO4)C=C2C1=O (stereo not given)	-4%[11.6 µM]	-18%[9.22 µM]	4%[13.5 µM]	?	2%[9.22 µM]	16µM*!

# Next compounds follow:
nr	mol	Tau FP inhib	HTT aggregate	ALDH1A1 inh	HTT cytoprotect	Tau ThT inhib	Tau fluor cs	SMN2 splice enh	JMJD2E inh
25	CO/N=C(/CNC(=O)c1ccc(F)cc1)c1ccc(Cl)cc1	4%	-3%	11%	6%	-11%	-10%	-6%	1%
26	CC(=O)C1=C(C)OC2(O)c3ccccc3C(=O)C12O (stereo not given)	?	33%[9.22 µM]	.	5%[10 µM]	2.2µM*	-13%	.	?
27	CC(C)CN1CCC(=O)N(CCSc2ccc(Br)cc2)CC1	-7%	22%[9.22 µM]	.	-21%[10 µM]	4%	2%	.	-1%
28	CC(=O)N=C1SC2CS(=O)(=O)CC2N1Cc1ccc(C)cc1 (stereo not given)	-12%	1%[9.22 µM]	.	22%[10 µM]	-5%	-11%	.	8%
29	CS(=O)(=O)N(CC(=O)N1CCOCC1)Cc1ccccc1	2%	20%	19%	-5%[10 µM]	-8%	-7%	9%	10%
30	Cc1cc(C)nc(NC(=S)Nc2cccc(F)c2)c1	0%	-5%[9.22 µM]	5%	17%[10 µM]	-1%	5%	.	0%
31	Cc1cccc(NC(=S)N(Cc2cccs2)Cc2cc3cc(C)cc(C)c3[nH]c2=O)c1	3%	9%	21%	-14%[1.9 µM]	5%	-1%	-3%	-1%
32	CN(C)S(=O)(=O)c1cccn1-c1ncc(C(F)(F)F)cc1Cl	?	-27%	5%	-7%	-19%	-22%	-11%	2%

# 5 neighbouring records already listed:
nr	mol	Tau FP inhib	HTT aggregate	ALDH1A1 inh	HTT cytoprotect	Tau ThT inhib	Tau fluor cs	SMN2 splice enh	JMJD2E inh
16	CC1N(O)C(C)(C)C(c2ccccc2)=[N+]1[O-] (stereo not given)	-9%	-12%	-5%	3%[10 µM]	-1%	1%	-1%	2%
17	COc1ccc(C(=O)C23CC4CC(C2)CC(C(=O)c2ccc(OC)cc2)(C4)C3)cc1	-3%	15%	-2%	1%	1%	-9%	-20%	6%
18	c1cncc(-c2nc(N3CCCCCC3)c3ccccc3n2)c1	-7%	-7%	1.4µM*	-3%[0.074 µM]	?	-10%	-5%	-9%
19	COC(=O)CCC(=O)OC1(C)C(=O)C=C2C=C(C3CC3)N(Cc3ccc4c(c3)OCO4)C=C2C1=O (stereo not given)	-4%[11.6 µM]	-18%[9.22 µM]	4%[13.5 µM]	-20%&3%[10 µM]	?	-12%[11.6 µM]	2%[9.22 µM]	16µM*!
20	COc1cc2c(cc1OC)C(C)N(C(=O)c1sc(-c3cnccn3)nc1C)CC2 (stereo not given)	-2%	-40%[9.22 µM]	.	3%[10 µM]	.	-11%	.	-1%

# (further entries)
nr	mol	Tau FP inhib	HTT aggregate	ALDH1A1 inh	HTT cytoprotect	Tau ThT inhib	Tau fluor cs	SMN2 splice enh	JMJD2E inh
33	Cc1cc2c3c(c1)C(C)CC(C)(C)N3C(=O)C2=C(C#N)C#N (stereo not given)	-17%	14%[9.22 µM]	.	-10%[10 µM]	?	-10%	.	0%
34	COc1ccccc1S(=O)Cc1ccc(C(=O)NCc2ccccc2Cl)o1 (stereo not given)	1%	19%	?	-5%	-9%	-13%	-14%	2%
35	C#CC1(NC(=O)NC(C)(C)C)CCCCC1	-6%	-14%[9.22 µM]	2%	-3%[10 µM]	-13%	-11%	.	1%
36	COc1ccc(N(CC(=O)Nc2ccc(C)cn2)S(=O)(=O)c2c(C)noc2C)cc1	-1%	-9%	-6%	-7%	6%	-10%	-11%	1%
37	CCOC(=O)N=S(N)(=O)c1ccccc1 (stereo not given)	-5%	-7%	9%	-21%	0%	1%	-6%	3%
38	CCOC(=O)N1CCN(C(=O)CSc2ccccc2)CC1	2%	-2%	?	-4%	-15%	2%	12%	2%
39	O=C(CCCN1C(=O)c2ccccc2C1=O)OC1CSCC1NC(=O)c1ccccc1 (stereo not given)	1%	4%	-9%	-7%	-10%	-9%	-6%	11%
40	CC(C)C(=O)Nc1cccc(C(=O)Nc2nnc(C(F)(F)F)s2)c1	-5%	.	.	.	-1%	-1%	14%	.
41	Cc1occc1-c1nnc(SCC(=O)N2CCN(c3ccccc3F)CC2)n1C	-10%	8%	?	-15%[10 µM]	-15%	-15%	-57%[inhibitor]	3%
42	CCOC(=O)c1cnc(SC2CC(=O)N(c3ccc(C)cc3)C2=O)nc1N (stereo not given)	-3%	17%	?	-20%	-17%	-10%	-8%	-5%
43	COc1ccccc1CNC(=O)c1c(N)n(CCCN2CCOCC2)c2nc3ccccc3nc12	-8%	8%	?	-112%[inhibitor]	25µM*	?	?	?
44	O=C(O)Cn1cccc1C(=O)c1ccccc1	4%	11%	14µM*	-9%	8.9µM*	?	-3%	-14%
45	CC(C)NS(=O)(=O)c1ccc(NC(=O)C2CC3C=CC2C3)cc1 (stereo not given)	-4%	-7%	-4%	-16%	0%	-2%	-5%	-9%
46	CCOC(=O)N1CCN(C(=O)CS(=O)Cc2nc(-c3ccc(C)cc3)oc2C)CC1 (stereo not given)	5%	8%	?	-8%	?	-6%	-15%	-1%
47	Cc1cc(CNC(=O)c2cccc([N+](=O)[O-])c2)c2ccccc2n1	5%	3%	1%	-23%	-8%	-14%	-27%	5%
48	CCCNC(=O)C(=O)Nc1ccc(N(C)C)cc1	-6%	-7%	-10%	-14%[1.9 µM]	?	-8%	11µM*	-7%
49	CC(=Nc1ccc(C)c(C)c1)C1=C(O)CSC1=O	-3%	-14%	?	-18%	?	-7%	?	-5%
50	O=C(Nc1ncc(Cc2cc(Cl)ccc2Cl)s1)c1ccc([N+](=O)[O-])cc1	18%	?	3%	-108%[inhibitor]	-16%	?	-54%[inhibitor]	4%
51	COc1ccccc1-n1c(C)cc(C=O)c1C	3%	15%	14µM*	10%	-2%	-3%	14%	-14%
